# ERG-DNA inh – blocks human ERG Ets domain binding to DNA. fluorescence polarization, His-ERG Ets domain / labelled DNA. Potency, µM (top dose mostly 76.9 µM), without a hit: top-dose FP activity, negative = inhibition, usual class: inhibitors. 0.028% of 370,000 active. AID 624246; active = well fitted inhibition curve with a large enough effect in the polarisation, with a control signal flat; inconclusive = small, poorly fitted or top-dose-only effect, or effect the other way, or a change in a side signal; inactive = no such curve, though single readings can be large or run the other way; the % refers to the polarisation;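 note: polarization taken with two DNA probes labelled with fluorescein and Texas red; potency is the fitted concentration of half-maximal effect; % of control where 0% means no effect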
# Target sequence (P11308 whole entry, looked up, the tested form may be a part): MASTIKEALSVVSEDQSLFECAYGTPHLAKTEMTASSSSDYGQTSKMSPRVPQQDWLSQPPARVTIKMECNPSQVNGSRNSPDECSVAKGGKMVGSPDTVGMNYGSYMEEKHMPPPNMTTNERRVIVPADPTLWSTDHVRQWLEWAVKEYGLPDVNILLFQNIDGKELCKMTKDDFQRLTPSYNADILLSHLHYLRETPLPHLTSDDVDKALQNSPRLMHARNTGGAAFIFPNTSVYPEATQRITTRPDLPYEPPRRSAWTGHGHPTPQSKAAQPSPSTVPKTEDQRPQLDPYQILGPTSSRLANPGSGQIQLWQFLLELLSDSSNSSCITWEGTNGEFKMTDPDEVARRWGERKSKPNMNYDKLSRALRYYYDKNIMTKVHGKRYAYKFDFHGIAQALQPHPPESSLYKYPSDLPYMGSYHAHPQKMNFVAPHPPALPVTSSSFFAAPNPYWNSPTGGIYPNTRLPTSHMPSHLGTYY
#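 His-tagged ERG Ets domain (1 uM in the protein solution; 300mM KCl, 50mM Tris-HCl, 1mM EDTA, 1mM DTT, pH 7.5) received compound, then a probe mix of 5 nM fluorescein-DNA and 100nM Texas-615-DNA. Fluorescence polarization was read for both dyes.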
# ALOX12 inh – ALOX12 (human) lipoxygenase inhibition; P18054; purified 12hLO, xylenol orange hydroperoxide absorbance; Potency, µM (top dose mostly 108 µM), for the others: at the highest dose activity change, negative = inhibition, most hits filed as inhibitors; 1.1% of 580,000 active; note: potency is the fitted concentration of half-maximal effect; % is set by controls: 0 for no effect and ±100 for the full control effect
#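 Purified human 12hLO at 150 nM in 25 mM Hepes, 0.01% Triton X-100, pH 7.0, preincubated 15 min at room temperature with compound. Reaction started with 40 uM arachidonic acid, 30 min at room temperature. Hydroperoxide measured by Fe-xylenol orange, 573/405 nm absorbance ratio.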
# RGS4 inh – inhibitors of human regulator of G protein signaling 4. P49798. Transcreener GDP fluorescence polarization, RGS4-accelerated GTP hydrolysis. Potency, µM (top dose mostly 114 µM), for inactives: at the top dose activity change, negative = inhibition, hits mostly inhibitors. 0.039% of 390,000 active; note: potency is the fitted concentration of half-maximal effect; % is set by controls: 0 for no effect and ±100 for the full control effect; nearly all actives have a fitted effect of over 75% in size; some results filed as inactive show a strong effect at the top dose
# Target sequence (P49798 whole entry, looked up): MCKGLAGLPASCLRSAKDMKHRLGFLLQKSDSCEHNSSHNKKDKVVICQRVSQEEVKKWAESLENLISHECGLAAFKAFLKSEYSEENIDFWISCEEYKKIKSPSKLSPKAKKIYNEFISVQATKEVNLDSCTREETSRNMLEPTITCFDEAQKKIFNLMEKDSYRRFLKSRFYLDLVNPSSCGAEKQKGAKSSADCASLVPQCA
#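 MLSMR compounds (23 nl, pin-transferred) preincubated 10 min at room temperature with a 500nM (2x) first reagent, then RGS4 at 900nM (2x) plus Transcreener GDP mix added; fluorescence polarization (620/688 nm) read before and after 90 min at 30 °C.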
# Vif-A3G inh – Vif-A3G binding inhibition; Q9HC16; HeLa A3G-eYFP + Vif (tagged APOBEC3G with the HIV-1 protein that degrades it), YFP fluorescence, overnight; Potency, µM (top dose mostly 46.1 µM), inactives show top-dose activity, negative = active, usual class: inhibitors; 0.076% of 410,000 active;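 note: potency is the fitted concentration of half-maximal effect; % is set by controls: 0 for no effect and ±100 for the full control effect; nearly all actives have a fitted effect of over 60% in size; hits raise eYFP signal because A3G escapes Vif-driven loss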
# Target sequence (Q9HC16 whole entry, looked up): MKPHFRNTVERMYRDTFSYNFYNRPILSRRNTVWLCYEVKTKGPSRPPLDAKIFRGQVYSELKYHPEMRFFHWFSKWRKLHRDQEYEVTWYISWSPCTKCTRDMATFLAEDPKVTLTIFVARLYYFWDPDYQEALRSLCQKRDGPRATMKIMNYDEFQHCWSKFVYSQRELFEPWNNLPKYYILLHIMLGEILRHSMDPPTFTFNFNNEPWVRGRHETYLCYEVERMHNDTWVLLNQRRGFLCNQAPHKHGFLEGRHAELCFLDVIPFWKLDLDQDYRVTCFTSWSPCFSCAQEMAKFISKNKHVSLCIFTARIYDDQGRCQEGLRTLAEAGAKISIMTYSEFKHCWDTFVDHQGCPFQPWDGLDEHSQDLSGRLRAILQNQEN
#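 HeLa cells stably expressing Vif and C-terminally eYFP-tagged A3G, seeded overnight at 37 deg C, then exposed to compound by pintool overnight at 37 deg C. Rise in yellow fluorescence (Ex 488/Em 500-530, Acumen) marks blocked Vif-driven A3G degradation.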
# Vif-A3F inh – inhibitors of Vif-A3F interaction | HeLa A3F-eYFP + Vif (tagged APOBEC3F with the HIV-1 protein that degrades it), YFP fluorescence increase | Potency, µM (highest dose often 46.1 µM), for the others: at the highest dose activity, negative = active | 0.2% of 390,000 active; note: potency is the fitted concentration of half-maximal effect; % of control where 0% means no effect; nearly all actives have a fitted effect of over 65% in size
#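 HeLa cells stably expressing A3F-eYFP plus Vif, plated and incubated overnight at 37 deg C, then exposed to compounds overnight at 37 deg C. Blocked degradation read as raised yellow fluorescence (Ex 488/Em 500-530).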
# LDHA block – inhibitors of human lactate dehydrogenase A; P00338; 0.15% of 480,000 active; activity change, % (values are at about 110 or 230 µM); AID 1347041; purified LDHA, NADH/diaphorase-resazurin fluorescence; active compounds read low; in the data active = activity change below about -30%; inconclusive = mostly about -25% to -30%;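 note: plate controls were DMSO wells for no effect and wells without enzyme for full effect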
#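 LDH5 2 nM; NADH 0.06 mM, pyruvate 0.2 mM; 200 mM Tris pH 7.4, EDTA, Tween-20; 5 min RT. Detection: diaphorase 0.133 mg/mL + resazurin 37 µM, fluorescence ex540/em590 at 0 and 20 min; normalized to enzyme-free and DMSO wells.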
# GRP78 ERSR act – ER stress response induction in glioma | U87-MG GRP78 promoter luciferase reporter, 16 h | 0.02% of 420,000 active | AID 602332 | Potency, µM, inactives show top-dose activation, usual class: activators; note: potency is the fitted concentration of half-maximal effect; series mostly up to about 76 µM; % of control where 0% means no effect; nearly all actives have a fitted effect of over 35% in size
#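 ERSR induction read as luciferase luminescence (Bright-Glo, 10 min at room temperature) in stably transfected human U87-MG glioma cells exposed to compounds for 16 h, using GRP78 as sensor.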
# D2 agonist – activates the human D2 dopamine receptor | activation, % at 2 µM | P14416 | HEK293 T-REx D2 cells, calcium flux agonist mode | 0.53% of 340,000 active;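 active = activation over 3 SD above normal in the single-dose calcium agonist read, cut at about 30% in these data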; note: 0% is about no effect
#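 Agonism scored from kinetic calcium signal (1 read/sec, 180 s) following compound pin transfer, after a 10 s baseline. Cells: HEK293 Trex line expressing inducible D2 receptor coupled to calcium, dye-loaded after overnight culture at 30 C.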
# D2 antagonist – D2 dopamine receptor (human) antagonism. 2% of 340,000 active. P14416. AID 485344. inhibition, % at 10 µM. HEK293 TREx D2 cells, calcium flux, dopamine EC80; in the data active = inhibition above about 30%; note: 0% is about no effect
#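 Tetracycline-induced HEK293 T-REx cells expressing D2 force-coupled to calcium signalling were dye-loaded, exposed to compound for 180 s, then challenged with an EC80 of dopamine; calcium flux was followed kinetically for a further 180 s.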
# An asterisk follows results filed as active; i = inactive; u = inconclusive; x = no result given; & = joins results of further samples; [ ] = remark or other dose. Unless noted, calls come from the whole dose curve; as a rule, active = well fitted curve in the direction sought with a large enough effect; inconclusive = small, poorly fitted or top-dose-only effect, or another doubt; inactive = no such curve, though single readings can be large; an effect the other way counts as inactive or inconclusive.
SMILES,ERG-DNA inh,ALOX12 inh,RGS4 inh,Vif-A3G inh,Vif-A3F inh,LDHA block,GRP78 ERSR act,D2 agonist,D2 antagonist
NS(=O)(=O)c1ccc(N/N=C/c2ccc3c(c2)OCO3)c([N+](=O)[O-])c1,-2%,3%,-14%,-1%,-4%,-8,4%,0.0,-8
COC(=O)c1cc(S(=O)(=O)NCCc2ccc(Cl)cc2)c[nH]1,-1%,-19%,-2%,3%,6%,-5,-2%,-0.6,-15
Cc1c(C(=O)NN)nn(-c2ccc(Cl)cc2)c(=O)c1C#N,6%,-8%,8%,0%,12%,10,-8%,-0.3,13
CC1CCCN(S(=O)(=O)c2cccc([N+](=O)[O-])c2)C1 (configuration not stated),5%,76%[activator],12%,2%,1%,-3,-2%,0.7,-5
CC(C)CC(NC(=O)C(Cc1ccc(OCc2ccccc2)cc1)NC(=O)OC(C)(C)C)C(N)=O (configuration not stated),-5%,-9%,3%,0%,-5%,-5,18%,-0.4,24
CCc1cccc(C)c1NC(=O)c1ccoc1C,1%,1%,0%,4%,-2%,-3,-1%,-1.7,-13
CCc1ccc(OCCCCn2c(CCNC(=O)C3CCCCC3)nc3ccccc32)cc1,x,x,-2%,-3%,x,-4,-3%,x,x
CCCCN1C(=O)C(CC(=O)NC2CCCCC2)CC(C(=O)N2CCOCC2)=C1C (configuration not stated),x,-23%,x,-1%,x,-9,-2%,x,x
Cc1cccc(CNS(=O)(=O)c2ccc3[nH]c(=O)ccc3c2)c1,-4%,-13%,-2%,-2%,-4%,-1,-2%,-1.7,x
COc1ccccc1CNC(=O)C/C(C)=N/NC(=O)COc1ccc(C)cc1Br,11%,-6%,-10%,u,-12%,-11,3%,-5.8,7
O=C(COC(=O)c1cc(S(=O)(=O)N2CCOCC2)ccc1O)NCC1CCCO1 (configuration not stated),-5%,-7%,-22%,1%,2%,-6,-2%,-0.4,9
Cc1ccnc(NC(=O)CCC(=O)N(CC(=O)NCc2ccccc2)Cc2ccco2)c1,3%,-10%,-2%,1%,14%,-6,-3%,-0.2,8
CSc1cccc(NS(=O)(=O)c2cccc3nsnc23)c1,-1%,u,-7%,-1%,0%,-5,-6%,-0.1,-3
Cc1c(NS(=O)(=O)c2cc(C(=O)OCC(=O)N3CCC(C)CC3)ccc2Cl)c(=O)n(-c2ccccc2)n1C,-4%,9%,-12%,-1%,-27%,-1,10%,1.1,13
Cc1c(C)c2ccc(OCC(=O)Nc3ccccc3C(N)=O)cc2oc1=O,-4%,0%,-9%,-3%,2%,-3,4%,0.3,5
CCN(CC(=O)Nc1ccc(NC(C)=O)cc1)C(=O)/C=C/c1cn(-c2ccccc2)nc1-c1ccc(F)cc1,-11%,-3%,-5%,0%,-12%,-3,-2%,-1.0,2
O=C(CSc1ccccc1)Nc1ccc(N2CCOCC2)cc1,-4%,u,2%,-3%,-5%,15,1%,-0.1,-19
CCOc1ccc(CNC(=O)c2ccc(NC(=O)c3nsc4ccccc34)cc2)cc1,-1%,-15%,-2%,10%,0%,-9,-6%,1.0,x
COc1ccc([N+](=O)[O-])cc1NC(=O)COC(C)=O,-8%,0%,9%,2%,0%,-4,-1%,0.0,-9
O=S(=O)(Nc1ccccc1N1CCCCC1)c1ccc(F)cc1F,1%,-19%,-40%,-7%,1%,-11,-9%,-0.8,3
COc1ccc(C(=O)/C(=C/N(C)C)S(=O)(=O)c2ccccc2)cc1,3%,-11%,-5%,2%,11%,0,-4%,0.1,-6
C=CCN1C(=NC(=O)CC)SC2CS(=O)(=O)CC21 (configuration not stated),2%,-11%,-25%,1%,2%,2,-4%,0.8,-4
COc1ccc(C2C=C(c3ccccc3)Nc3nc(CCCO)nn32)cc1 (configuration not stated),-5%,-2%,-32%,-2%,-3%,-2,-3%,0.4,-3
COc1ccc(NC(=O)c2ccc(F)c(F)c2)c2ccccc12,9%,7%,-20%,-5%,9%,-2,0%,0.1,-3
Cc1ccc(NC(c2ccccc2)c2nc3ccccc3[nH]c2=O)cc1 (configuration not stated),-14%,-8%,-21%,-1%,u,-1,1%,-0.4,-6

# Remaining list, next part
SMILES,ERG-DNA inh,ALOX12 inh,RGS4 inh,Vif-A3G inh,Vif-A3F inh,LDHA block,GRP78 ERSR act,D2 agonist,D2 antagonist
c1ccc(SCCN2CCc3ccccc3C2)cc1,2%,u,40%,-5%,-12%,-13,-3%,-0.5,-21
CCOc1ccccc1N(CC(=O)Nc1ccc(S(=O)(=O)N2CCOCC2)cc1)S(C)(=O)=O,11%,8%,23%,1%,0%,-12,-3%,0.7,18
COc1ccc(CNC(=O)COc2ccc(S(=O)(=O)N3CCCCC3)cc2)cc1,-2%,241%[activator],-25%,0%,8%,-6,-4%,0.0,18
O=C(Nc1ccc(C(=O)N2CCOCC2)cc1)Nc1cccc(C(F)(F)F)c1,-6%,u,-16%,-1%,3%,-4,-1%,x,x
COc1ccc(CCNC(=O)c2ccc(-c3ccc([N+](=O)[O-])cc3Cl)o2)cc1,-3%,u,-2%,-1%,0%,-3,-3%,0.3,-9
Nc1cc(-c2ccc(Br)cc2)[nH]n1,2%,16%,-5%,0%,-6%,2,3%,-0.6,-9
C=CCNC(=O)COC(=O)C1CCN(S(=O)(=O)c2ccc3c(c2)OCCO3)CC1,-7%,-1%,28%,1%,-5%,-12,-2%,-1.4,-10
Cc1ccc(C(=O)Nc2cccc(C(=O)NC3CCCCC3)c2)cc1,10%,i,-16%,-2%,1%,1,-5%,x,x
COc1ccc(S(=O)(=O)N2Cc3ccccc3CC2C(=O)Nc2cc(Cl)ccc2Cl)cc1 (configuration not stated),1%,-20%,4%,4%,0%,-4,1%,-0.2,x
CC(=O)N1N=C(c2ccc(C)cc2)OC1c1ccc(C)cc1 (configuration not stated),0%,0%,-1%,1%,1%,-1,-1%,-0.4,-2
Cc1ccc(NC(=O)CN2CCN(Cc3ccccc3)CC2)c(Br)c1,-7%,u,-7%,2%,-3%,-8,2%,-3.5,25
Oc1c(C(c2ccccc2F)N2CCN(c3ccccc3F)CC2)sc2nc(-c3ccco3)nn12 (configuration not stated),-1%,-10%,-4%,1%,1%,3,-1%,0.9,x
NC(=O)c1ccc(SCC(=O)OCC(=O)N2CCN(C(=O)c3ccco3)CC2)c([N+](=O)[O-])c1,1%,-16%,-27%,1%,0%,0,-6%,0.1,-7
Cc1c(C(=O)c2ccc(F)cc2F)c2ccccn2c1CCc1ccccn1,x,u,x,-11%,0%,1,-6%,x,x
COc1ccc(NC(=O)c2nc3ccccc3s2)cc1,7%,0%,13%,4%,-2%,-5,-8%,1.4,-1
Cc1oc(-c2cccc(Cl)c2)nc1CSCC(=O)O,-1%&9%,u,23%&-6%,-4%&0%,2%&-2%,-1&-9,-2%&-9%,-0.1,-6
O=C(NC(c1ccccc1)c1ccccc1)c1ccc(S(=O)(=O)C(F)F)cc1,4%,0%,-11%,1%,-4%,-4,-5%,0.2,-16

# Molecules above that contain four or more nitrogen atoms (8):
SMILES,ERG-DNA inh,ALOX12 inh,RGS4 inh,Vif-A3G inh,Vif-A3F inh,LDHA block,GRP78 ERSR act,D2 agonist,D2 antagonist
NS(=O)(=O)c1ccc(N/N=C/c2ccc3c(c2)OCO3)c([N+](=O)[O-])c1,-2%,3%,-14%,-1%,-4%,-8,4%,0.0,-8
Cc1c(C(=O)NN)nn(-c2ccc(Cl)cc2)c(=O)c1C#N,6%,-8%,8%,0%,12%,10,-8%,-0.3,13
Cc1ccnc(NC(=O)CCC(=O)N(CC(=O)NCc2ccccc2)Cc2ccco2)c1,3%,-10%,-2%,1%,14%,-6,-3%,-0.2,8
Cc1c(NS(=O)(=O)c2cc(C(=O)OCC(=O)N3CCC(C)CC3)ccc2Cl)c(=O)n(-c2ccccc2)n1C,-4%,9%,-12%,-1%,-27%,-1,10%,1.1,13
CCN(CC(=O)Nc1ccc(NC(C)=O)cc1)C(=O)/C=C/c1cn(-c2ccccc2)nc1-c1ccc(F)cc1,-11%,-3%,-5%,0%,-12%,-3,-2%,-1.0,2
COc1ccc(C2C=C(c3ccccc3)Nc3nc(CCCO)nn32)cc1 (configuration not stated),-5%,-2%,-32%,-2%,-3%,-2,-3%,0.4,-3
Oc1c(C(c2ccccc2F)N2CCN(c3ccccc3F)CC2)sc2nc(-c3ccco3)nn12 (configuration not stated),-1%,-10%,-4%,1%,1%,3,-1%,0.9,x
NC(=O)c1ccc(SCC(=O)OCC(=O)N2CCN(C(=O)c3ccco3)CC2)c([N+](=O)[O-])c1,1%,-16%,-27%,1%,0%,0,-6%,0.1,-7

# Single records, from the list above:
# Record of O=C(CSc1ccccc1)Nc1ccc(N2CCOCC2)cc1 → ERG-DNA inh: -4%; ALOX12 inh: u; RGS4 inh: 2%; Vif-A3G inh: -3%; Vif-A3F inh: -5%; LDHA block: 15; GRP78 ERSR act: 1%; D2 agonist: -0.1; D2 antagonist: -19
# Record of CCc1ccc(OCCCCn2c(CCNC(=O)C3CCCCC3)nc3ccccc32)cc1 → ERG-DNA inh: x; ALOX12 inh: x; RGS4 inh: -2%; Vif-A3G inh: -3%; Vif-A3F inh: x; LDHA block: -4; GRP78 ERSR act: -3%; D2 agonist: x; D2 antagonist: x

# Screening results deposited in PubChem by National Center for Advancing Translational Sciences (NCATS).

# This is a subset. The share of hits here may be higher or lower than overall.
